APJ antagonist = antagonists of human apelin receptor APJ, primary screen, CHO-K1 cells, beta-arrestin complementation, luminescence. P35414. inhibition, % at 20 µM. 0.32% of 330,000 active. AID 2521, 2010;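 active = inhibition above about 40% at 20 µM, limit read from the data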;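 note: cells challenged with 10 nM apelin-13 agonist together with compound; plate controls were apelin-13 plus DMSO wells for no effect and DMSO wells lacking apelin-13 for full effect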
Target sequence (P35414 whole entry, looked up): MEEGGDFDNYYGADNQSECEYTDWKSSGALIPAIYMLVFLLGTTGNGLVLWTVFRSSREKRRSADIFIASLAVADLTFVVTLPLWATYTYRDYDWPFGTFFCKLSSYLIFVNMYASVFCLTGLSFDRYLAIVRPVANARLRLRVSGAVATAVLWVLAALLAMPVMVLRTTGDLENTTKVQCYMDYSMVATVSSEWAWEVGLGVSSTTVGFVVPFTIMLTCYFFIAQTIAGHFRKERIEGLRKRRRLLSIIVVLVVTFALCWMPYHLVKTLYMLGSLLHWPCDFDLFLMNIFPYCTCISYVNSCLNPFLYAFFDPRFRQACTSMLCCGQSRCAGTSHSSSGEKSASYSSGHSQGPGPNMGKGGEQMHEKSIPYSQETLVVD
CXCR6 inh = CXCR6 receptor inhibitors, primary screen, cell-based, beta-arrestin, luminescence, CHO-K1 PathHunter, 1536-well; C-X-C chemokine receptor type 6 (Homo sapiens), O00574; inhibition, % at 20 µM; 0.36% of 360,000 active; AID 602244, 2012; in the data active = inhibition above about 34%, passing the limit was not always enough;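 note: antagonist mode with CXCL16 agonist at 10 nM final; 0% = 10 nM CXCL16 with DMSO and 100% = unstimulated wells without agonist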
Target sequence (O00574 whole entry, looked up): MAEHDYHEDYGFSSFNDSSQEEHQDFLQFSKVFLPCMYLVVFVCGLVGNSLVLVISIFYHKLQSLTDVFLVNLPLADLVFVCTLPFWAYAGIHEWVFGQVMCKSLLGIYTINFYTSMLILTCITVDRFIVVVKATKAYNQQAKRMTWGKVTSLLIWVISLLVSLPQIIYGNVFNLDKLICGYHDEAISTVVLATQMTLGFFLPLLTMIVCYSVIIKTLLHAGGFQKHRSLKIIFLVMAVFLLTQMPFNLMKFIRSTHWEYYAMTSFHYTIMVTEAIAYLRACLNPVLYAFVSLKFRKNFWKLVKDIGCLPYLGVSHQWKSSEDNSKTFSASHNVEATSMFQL
TIM10 inh = growth inhibitors of isogenic TIM10 control yeast, primary screen, counter-screen for tim10-1 yeast inhibitor project, luminescence, uHTS; inhibition, % at 10 µM; 1.4% of 330,000 active; S. cerevisiae TIM10 strain growth, BacTiter-Glo luminescence, 24 h;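 active = inhibition of 40% or more at the single tested concentration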;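 note: wild-type TIM10 isogenic control strain grown at permissive 25 °C; 0% = DMSO yeast wells and 100% = minimal medium wells without yeast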
tim23-1 inh = growth inhibitors of tim23-1 mutant yeast, primary screen, luminescence, uHTS; inhibition, % at 20 µM; AID 463212, 2010; 1.3% of 330,000 active; S. cerevisiae tim23-1 growth, BacTiter-Glo luminescence, 24 h;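 active = growth inhibition of the mutant yeast at or above 50%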;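 note: temperature-sensitive mutant grown at 25 °C; plate controls were DMSO-treated mutant yeast for no effect and medium wells lacking yeast for full effect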
APJ agonist = agonists of human apelin receptor APJ, primary screen, CHO-K1 cells, PathHunter beta-arrestin, luminescence; P35414; 0% DMSO wells, 100% apelin; activation, % at 20 µM; 0.11% of 330,000 active; AID 2520, 2010;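 active = activation more than six SD over the plate average, tested at 20 µM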;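 note: 0% = DMSO alone and 100% = apelin-13 at 10 nM; some results filed as inactive read as strong as hits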
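Material: engineered CHO-K1 APJ arrestin reporter cells; amount: 1000 CHO-K1 reporter cells seeded per well; incubation: compound stimulation 90 min at 25 °C, detection 60 min; signal: luminescent beta-gal fragment complementation, chemiluminescent substrate; read-out basis: APJ agonist activity; controls: DMSO-only wells as negative, 10 nM Apelin-13 as positive control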
tim10-1 inh = growth inhibitors of tim10-1 mutant yeast, primary screen, luminescence, uHTS | S. cerevisiae tim10-1 ts strain growth, BacTiter-Glo, 24 h | inhibition, % at 20 µM | 2.2% of 330,000 active | AID 463190, 2010;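 active = inhibition of at least 40%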;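 note: mutant grown at 25 °C; 0% = DMSO wells with yeast and 100% = wells holding no yeast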
UPR XBP1 act = activators of adaptive XBP1 UPR arm, primary screen, cell-based, CHO-XBP1 luciferase reporter, luminescence, uHTS. IRE1-XBP1 UPR activation; percent of tunicamycin response, DMSO as zero. 0.33% of 330,000 active. activation, % at 20 µM;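 active = versus positive control, 20 µM dose yields 30% or more activation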;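 note: 100% = tunicamycin at 10 µg/mL and 0% = DMSO only wells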
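Material: CHO cell line with stable XBP1 luciferase reporter; buffer or medium: F12 medium containing 10% fetal bovine serum; compound: single point, 20 µM final compound, 1% DMSO; incubation: 6 h treatment, 37 °C; measured by: glow luminescence from Steady-Glo reagent; evaluation: activation, % of tunicamycin; control set: tunicamycin high, DMSO low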
Mdm2 MdmX PPI = inhibitors of human Mdm2-MdmX association, primary screen, cell-based, luminescence, split luciferase, SaOS-2, uHTS; SaOS-2 split-luciferase Mdm2/MdmX complementation; inhibition, % at 8 µM; 3% of 330,000 active; Protein Mdm4 (Homo sapiens) + E3 ubiquitin-protein ligase Mdm2 (Homo sapiens), …;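 active = inhibition of at least 50% at 8 µM in the primary screen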
CHOP UPR activ = activators of apoptotic CHOP UPR arm, primary screen, cell-based, CHO-CHOP luciferase reporter, luminescence, uHTS; UPR activation; percent of tunicamycin response over DMSO baseline; 0.34% of 330,000 active; AID 449763, 2010; activation, % at 10 µM;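 active = at 10 µM dose, activation of 40% or more, normalized to positive control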;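 note: 100% = tunicamycin at 10 µg/mL and 0% = DMSO alone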
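Dosing – one dose, 10 µM in 0.5% DMSO · System – CHO-CHOP cells, stable luciferase reporter of PERK-eIF2a-CHOP signalling · Input – 500 cells/well · Control set – tunicamycin 10 µg/mL final as positive, DMSO-only wells as negative · Timing – 6 h compound treatment, 37 °C · Measure – % activation vs tunicamycin · Technique – luminescence read with Steady-Glo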
Active calls of the source: *; . = no result given.

Below each SMILES: APJ antagonist	CXCR6 inh	TIM10 inh	tim23-1 inh	APJ agonist	tim10-1 inh	UPR XBP1 act	Mdm2 MdmX PPI	CHOP UPR activ
- CCOc1cc(/C=C2/C(=O)N(c3ccccc3)N=C2C)ccc1OC(=O)c1cccs1
  -11	6	26	28	2	31	2	-20	-0.9
- O=C(CCCNS(=O)(=O)c1ccc(F)cc1)Nc1ccc(F)cc1
  6	-18	3	12	0	22	-3	-12	1.1
- CC(=O)N1CCN(c2ccc(NC(=O)c3ccc(F)cc3)cc2)CC1
  6	-2	5	1	-2	1	-3	12	0.3
- COc1ccc(C(=O)Cn2c(NCCO)nc3ccccc32)cc1
  2	-4	11	0	-2	-6	-2	-28	-0.2
- CCCCNC(=O)/C=C/c1cccs1
  -1	-9	8	24	0	-5	2	-27	-0.8
- CSc1nc2c(c(=O)[nH]1)C(c1ccc(Cl)cc1)CC(=O)N2 (stereo not given)
  13	-4	-1	6	-3	1	2	10	-0.3
- COc1ccc(OC)c(-c2csc(NC(=O)Cc3cccs3)n2)c1
  15	-8	25	39	-2	30	-1	27	1.4
- Cc1ccc(C(=O)Nc2cnc3sc(C)nn3c2=O)cc1
  -22	-4	-9	2	-2	1	0	-27	1.9
- S=C(NCc1ccc(Cl)cc1)Nc1ccccc1Cl
  -4	-2	8	38	-2	22	-3	-9	1.0
- COc1cccc(NC(=O)N2CCN(c3ccc(C(F)(F)F)cn3)CC2)c1
  -3	0	8	-12	-1	3	4	8	0.9
- O=C(N/N=C/c1ccc(Cl)s1)C(O)c1ccccc1 (stereo not given)
  -7	1	10	5	-2	19	-3	23	2.7
- Cc1cccc(Cl)c1NC(=O)N1CCN(c2ccnc3cc(Cl)ccc23)CC1
  14	-8	19	23	6	27	-5	21	-1.0
- Cc1nc2ccccc2nc1OCC(=O)Nc1ccccc1
  -21	-2	-2	6	-2	-2	-2	9	0.5
- CC(C)(C)C1=CC(=Nc2ccccc2N)C=C(C(C)(C)C)C1=O
  -21	29	-4	6	0	7	0	21	-1.2
- CC(C)(Sc1cc(C(C)(C)C)c(O)c(C(C)(C)C)c1)Sc1cc(C(C)(C)C)c(O)c(C(C)(C)C)c1
  -10	-2	11	-12	-2	0	-6	20	-1.1
- Cc1ccc(C(C(=O)NC2CCCCC2)N(CCCN2CCOCC2)C(=O)c2snc(C(N)=O)c2N)cc1 (stereo not given)
  4	-4	7	24	3	14	0	12	-0.4
- Cc1c(C)n(CCc2ccccc2)c2ncnc(NCCCO)c12
  12	-2	-2	17	-1	15	5	-89	6.2
- CCOC(=O)C(C)n1nc(/C=C/c2ccc(OC)cc2)ccc1=O (stereo not given)
  -14	-18	17	6	-1	11	-1	-15	0.1
- COC(c1ccc(Cl)cc1)(c1ccc(Cl)cc1)C(Oc1nc(C)cc(C)n1)C(=O)O (stereo not given)
  -5	2	4	2	-3	10	-1	30	0.6
- CCC(C)c1ccc(NC(=S)NC2CCN(Cc3ccccc3)CC2)cc1 (stereo not given)
  16	-3	10	33	-3	30	-2	76*	0.4
- Cc1sc(NC(=O)CN(Cc2ccc(F)cc2)C(=O)C(C)(C)C)c(C(N)=O)c1C
  1	7	13	18	-2	26	-1	17	-2.1
- COc1ccc(/C=N/NC(=O)c2ccc(-c3ccccc3)cc2)cc1O
  -30	-18	17	18	1	11	2	14	3.6
- O=C1c2ccccc2C(Nc2ccc(-c3nc4ccccc4[nH]3)cc2)N1Cc1ccco1 (stereo not given)
  1	1	3	24	0	11	0	17	5.5
- Cc1cccc(C)c1NC(=O)C1CCCN1S(=O)(=O)c1ccc(-c2ccc(=O)[nH]n2)s1 (stereo not given)
  2	6	1	-1	5	0	-1	6	-2.5
- Cc1ccc2nc3nc(NCC4CCCO4)c(C(=O)NC4CCCC4)cc3c(=O)n2c1 (stereo not given)
  13	12	1	1	-3	12	-1	14	5.3
- Cc1occc1C(=O)N/N=C/c1ccc[nH]1
  -16	-1	-8	-7	4	-8	0	-1	0.9
- O=C(COC(=O)CCC(=O)c1ccc(F)cc1)NCCc1ccccc1
  8	-2	-4	18	-5	6	-1	11	0.4
- CC(C)[C@H](NC(=O)[C@@H]1Cc2ccccc2CN1)C(=O)Nc1ccc2c(c1)OCCO2
  11	8	-24	12	-2	18	-7	29	-1.1
- COc1ccc(-c2nc(CS(=O)(=O)CC(=O)NC3CCCCC3C)c(C)o2)cc1 (stereo not given)
  9	2	4	9	-3	7	-3	15	-2.0
- COc1cc(-c2noc(CCC(N)=O)n2)cc(OC)c1OC
  -19	.	-2	11	0	4	-3	24	-1.0

Next structures.
Below each SMILES: APJ antagonist	CXCR6 inh	TIM10 inh	tim23-1 inh	APJ agonist	tim10-1 inh	UPR XBP1 act	Mdm2 MdmX PPI	CHOP UPR activ
- CCc1c(C)nc2ncnn2c1NCCc1ccc(Cl)cc1
  10	4	-4	10	4	-1	3	25	0.6
- c1ccc(-c2cc(-c3ccncc3)nc3ccc4ccccc4c23)cc1
  -16	10	13	23	0	19	2	25	1.9
- Cc1ccc2nc(SCC(=O)Nc3ccc(F)cc3F)nc(=O)n2c1
  -7	3	3	-8	-7	5	-1	-12	0.7
- COc1cc2c(cc1OC)C(=S)NC1(CCCC1)C2
  10	0	14	11	-3	28	3	22	-1.2
- CCCn1c(=O)c2ccccc2n2c(SCCOc3ccc(OC)cc3)nnc12
  14	4	9	28	-7	-35	1	-8	9.6
- Cc1[nH]n(-c2ccccc2)c(=O)c1N=Nc1ccc2c(c1)OCCO2
  25	13	0	7	-5	-11	8	-175	4.4
- O=C(c1ccco1)N1CCN(C(=O)c2ccc(CS(=O)c3ccc(F)cc3)o2)CC1 (stereo not given)
  -28	-4	1	10	-1	-1	-5	1	0.8
- CCN(CC)c1ccc(/C=N/N2CCOCC2)c(O)c1
  3	-8	-2	5	-1	4	-1	-111	2.4
- CC(=O)N[C@@H](Cc1ccc(O)cc1)CN1C(N)=NC[C@@H]1CC(C)C
  -5	-11	-2	-14	-6	3	-1	18	1.4
- Cc1c(NS(=O)(=O)c2ccc3c(c2)c(=O)n(C)c(=O)n3C)c(=O)n(-c2ccccc2)n1C
  -4	7	-10	5	3	9	-2	9	1.4
- COc1ccc(N(C(=O)c2ccco2)C(C(=O)NC2CCCC2)c2ccc(N(C)C)cc2)cc1 (stereo not given)
  11	1	-1	6	-5	12	-6	24	0.8
- CCCc1[nH]n(-c2ccc([N+](=O)[O-])cc2)c(=O)c1C=NCCCn1ccnc1
  -4	5	-16	8	-1	7	-2	17	-0.5
- O=C(CSc1nnc(CNC(=O)c2ccco2)o1)NC1CCCC1
  12	-5	-7	1	7	16	0	15	-0.3
- Cc1cc(S(=O)(=O)NCCCn2ccnc2)c(C)cc1Cl
  8	1	-1	-2	-1	-2	-5	23	-0.2
- CCCCN(C)CCNC(=O)C1CCN(S(=O)(=O)c2cccc3nsnc23)CC1
  5	4	3	8	14	-6	-3	-18	-2.6
- CN(C)C(=O)CSc1nnc(-c2cccs2)n1-c1ccccc1
  -8	8	0	17	-1	-1	-1	6	2.0
- COc1cc2c(cc1NC(=O)CSc1nnc(COc3ccc(Cl)cc3)n1C)oc1ccccc12
  -3	-1	38	23	-4	23	1	41	16
- CN(C(=O)CSc1nnc(-c2ccc(F)cc2)n1C)C1CCS(=O)(=O)C1 (stereo not given)
  3	-2	7	1	0	-3	0	-16	-1.4
- CN(C)c1ccc(C(=S)N2CCOCC2)cc1
  12	1	5	5	0	-3	3	12	-1.9
- S=C(Nc1ccccc1Cl)N1CCCC(c2ccccc2)=N1
  10	9	20	19	-4	14	2	-3	2.2
- COCCN(Cc1ccc(C)c(Br)c1)C(=O)Cn1cnc(S(=O)(=O)N2CCCC2)c1
  -30	0	21	9	-6	-5	-4	13	-0.2
- O=C(Cn1ncc2c3ccccc3n(Cc3ccccc3)c2c1=O)NCCCN1CCCC1=O
  16	3	-1	-6	-2	1	-4	8	-1.1
- Cc1ccnc(NS(=O)(=O)c2ccc(NC(=O)Cc3ccccc3)cc2)n1
  8	-7	13	0	-3	9	-6	-13	-0.8
- O=C(COc1ccccc1)Nc1ccccc1F
  5	0	-7	-2	0	-12	-2	14	1.3
- CCN(CC(=O)Nc1c(F)cccc1F)C(=O)c1csc2c1CCCC2
  7	2	-1	18	7	28	-2	10	-1.2
- COc1ccccc1CNC(=O)COC(=O)c1cccs1
  0	6	4	3	-2	-6	4	-9	1.6
- CCOc1cc(C2C(C(=O)OC)=CN(C3CCCC3)C=C2C(=O)OC)cc(Br)c1O
  5	7	0	24	-1	9	2	2	-0.6
- C=CC(=O)Nc1sc2c(c1C(N)=O)CCCC2
  7	-7	14	39	-5	36	-5	53*	0.5
- Cc1cccc(C)c1NC(=O)c1sc(Cl)nc1C
  3	9	8	-2	-1	1	1	11	0.6
- Cc1cc2c(cc1S(=O)(=O)N1CCN(c3cccc(C)c3C)CC1)OCCN2C
  5	-3	-2	20	-5	21	-2	-8	-1.0

Next structures:
Below each SMILES: APJ antagonist	CXCR6 inh	TIM10 inh	tim23-1 inh	APJ agonist	tim10-1 inh	UPR XBP1 act	Mdm2 MdmX PPI	CHOP UPR activ
- COc1cc(CCC(=O)Nc2ccc(S(=O)(=O)NC3=NCCCCC3)cc2)cc(OC)c1OC
  -5	1	11	16	-1	12	-2	18	-0.8
- COc1ccc(CN2CCC(Oc3ccc(C(=O)N4CCCC4)cc3)CC2)c(F)c1
  11	7	-11	0	-2	-13	-5	8	0.8
- CCOc1cc(/C=C/c2cc(C(=O)O)c3ccccc3n2)ccc1O
  -4	-6	0	11	-1	18	-1	10	-0.6
- CSc1ncccc1C(=O)OCn1nnc2ccccc2c1=O
  0	-4	13	36	-8	30	-1	26	-0.1
- CNc1c(NS(=O)(=O)c2ccc(F)cc2)c(=O)oc2ccccc12
  27	-8	7	6	-2	5	-3	12	-1.3
- Cc1cc(C(=O)CSc2ccc3c(c2)OCCO3)c(C)n1C1CC1
  -13	6	-1	27	-1	18	4	-100	4.4
- COc1ccc2c(c1)nc(NCCCO)n2Cc1ccccc1
  10	-5	-3	7	-7	4	-2	22	-0.6
- CC(C)C(NS(=O)(=O)c1cccs1)C(=O)N1CCC(C(N)=O)CC1 (stereo not given)
  8	3	5	-3	-2	6	-2	20	-1.5
- COc1ccc(OCC(=O)Nc2ccc3c(c2)nc(CCn2ccccc2=O)n3C)cc1
  12	1	5	2	0	-11	2	14	-1.0

Assay outcomes deposited in PubChem BioAssay by Sanford-Burnham Center for Chemical Genomics.

Not all compounds are listed; count on the stated rates, not on these rows.
